Screens deposited in PubChem BioAssay by The Scripps Research Institute Molecular Screening Center.
SRC1 TRFRET art: TR-FRET detection interference compounds, primary screen, artefact control for PPARgamma SRC-1 recruitment agonists, biochemical, TR-FRET emission ratio; TR-FRET detection artefact counter-screen; active compounds read high; TR-FRET ratio at 8 µM; 0.34% of 99,000 active; in the data active means TR-FRET ratio above about 2300; further: inactives centre near 1800
SRC3 TRFRET art: TR-FRET detection interference compounds, artefact control for PPARgamma SRC-3 recruitment agonists, biochemical, TR-FRET ratio; TR-FRET ratio at 8 µM; TR-FRET artefact counter-screen, PPARgamma/SRC-3 format; active compounds read high; 0.39% of 99,000 active; AID 1048, 2008; in the data active means TR-FRET ratio above about 2000; further: inactives centre near 1600
* = called active by the depositor. An excerpt. The share of hits here may be higher or lower than overall.

SMILES | SRC1 TRFRET art | SRC3 TRFRET art
Cn1c(C(=O)NC2CC2)cc(=O)n(C)c1=O | 1930 | 1549
COc1ccccc1CNC(=O)C1(c2ccc(Cl)cc2)CC1 | 1470 | 1538
Cc1c(NC(=O)c2ccc(-c3cccc([N+](=O)[O-])c3)o2)c(=O)n(-c2ccccc2)n1C | 1734 | 1795
CCCCCc1c2c(cc(O)c1C(=O)O)OC(=O)c1c(cc(OC)cc1C(=O)CCCC)O2 | 1807 | 1562
CCOC(=O)c1c(C)[nH]c(C(=O)OCC(=O)NC(C)(C)C)c1C | 1681 | 1715
O=C(NCc1ccccc1Cl)C1CCC(CNc2nc(=S)[nH]c3ccccc23)CC1 (centres undefined) | 1533 | 1518
CN(C(=O)COC(=O)/C=C/c1ccccc1[N+](=O)[O-])c1ccccc1 | 1754 | 1454
O=C(c1cccs1)N1CCN=C1SCc1ccc(Cl)cc1 | 1788 | 1534
COc1ccc(CC(=O)NNC(=O)COc2ccc3ccccc3c2)cc1 | 6123* | 4430*
Clc1ccc(Nc2ccc(NCc3ccccc3)nn2)cc1 | 1761 | 1471
CCCOc1ccc(/C(O)=C2/C(=O)C(=O)N(CCCn3ccnc3)C2c2cccs2)cc1 (centres undefined) | 1990 | 1724
Cc1ccc(NC(=O)COC(=O)Cc2csc(-c3cccc(F)c3)n2)cc1C | 2071 | 1671
CCn1c(SCc2nc3scc(-c4ccccc4)c3c(=O)[nH]2)nnc1-c1cccs1 | 1659 | 1524
COc1ccc(C(=O)N2CCN(Cc3ccc4c(c3)OCO4)CC2)cc1[N+](=O)[O-] | 1816 | 1460
CC1(C)CC(=O)C2=C(C1)OC1=C(C(=O)CC(C)(C)C1)C2c1ccc(O)c([N+](=O)[O-])c1 | 1572 | 1515
NC(=O)CC[C@@H]1NC(=O)[C@@H]2CCCN2C(=O)c2cc([N+](=O)[O-])cc(I)c2NCCCC[C@@H](C(=O)NC(CC(=O)O)C(N)=O)NC1=O (some centres undefined) | 1747 | 1590
COc1ccccc1NC(=O)/C=C1\SCC(=O)N1C | 1959 | 1603
CN1CCN(c2ccc(-c3ccnn3C(=O)Nc3cccc(C(F)(F)F)c3)cc2)CC1 | 1481 | 1215
Cc1ccc(C(=O)CSC2=C(C#N)C(c3ccco3)C3=C(CCCC3=O)N2)cc1 (centres undefined) | 1944 | 1527
O=C(COc1ccc(Br)cc1Cl)NC(=S)N1CCc2ccccc21 | 1908 | 1597

Part of the list above, with two lines to a compound.
Values run as follows: SRC1 TRFRET art | SRC3 TRFRET art
- Cc1c(NC(=O)c2ccc(-c3cccc([N+](=O)[O-])c3)o2)c(=O)n(-c2ccccc2)n1C
→ 1734 | 1795
- CCCCCc1c2c(cc(O)c1C(=O)O)OC(=O)c1c(cc(OC)cc1C(=O)CCCC)O2
→ 1807 | 1562
- CCOC(=O)c1c(C)[nH]c(C(=O)OCC(=O)NC(C)(C)C)c1C
→ 1681 | 1715
- O=C(NCc1ccccc1Cl)C1CCC(CNc2nc(=S)[nH]c3ccccc23)CC1 (centres undefined)
→ 1533 | 1518
- CN(C(=O)COC(=O)/C=C/c1ccccc1[N+](=O)[O-])c1ccccc1
→ 1754 | 1454
- O=C(c1cccs1)N1CCN=C1SCc1ccc(Cl)cc1
→ 1788 | 1534
- COc1ccc(CC(=O)NNC(=O)COc2ccc3ccccc3c2)cc1
→ 6123* | 4430*
- Clc1ccc(Nc2ccc(NCc3ccccc3)nn2)cc1
→ 1761 | 1471
- CCCOc1ccc(/C(O)=C2/C(=O)C(=O)N(CCCn3ccnc3)C2c2cccs2)cc1 (centres undefined)
→ 1990 | 1724
- Cc1ccc(NC(=O)COC(=O)Cc2csc(-c3cccc(F)c3)n2)cc1C
→ 2071 | 1671
- CCn1c(SCc2nc3scc(-c4ccccc4)c3c(=O)[nH]2)nnc1-c1cccs1
→ 1659 | 1524
- COc1ccc(C(=O)N2CCN(Cc3ccc4c(c3)OCO4)CC2)cc1[N+](=O)[O-]
→ 1816 | 1460
- CC1(C)CC(=O)C2=C(C1)OC1=C(C(=O)CC(C)(C)C1)C2c1ccc(O)c([N+](=O)[O-])c1
→ 1572 | 1515
- NC(=O)CC[C@@H]1NC(=O)[C@@H]2CCCN2C(=O)c2cc([N+](=O)[O-])cc(I)c2NCCCC[C@@H](C(=O)NC(CC(=O)O)C(N)=O)NC1=O (some centres undefined)
→ 1747 | 1590
- COc1ccccc1NC(=O)/C=C1\SCC(=O)N1C
→ 1959 | 1603

Further entries
SMILES | SRC1 TRFRET art | SRC3 TRFRET art
CC(C)(C)N(Cc1ccccc1)C(=O)c1ccc(Br)o1 | 1981 | 1683
CC(C)(C)NC(=O)CSc1nc2ccc(NC(=O)CSc3nnc(N)s3)cc2s1 | 1983 | 1449
COc1ccc(Br)cc1CN(C)C(C)C(=O)Nc1cc([N+](=O)[O-])ccc1OC (centres undefined) | 1865 | 1702
Cc1[nH]c2c(Cl)cccc2c(=O)c1CN1CCCC1 | 1835 | 1833
Cc1c(Cl)cccc1NC(=S)N1CCN(C(=O)C2CCCO2)CC1 (centres undefined) | 1833 | 1580
Cc1cc[n+](CC(=O)c2ccc(NC(=O)c3ccccc3)cc2)c2ccccc12 | 1899 | 1579
O=C1C=C(c2ccccc2)C[C@H](c2cccs2)[C@H]1n1nnc([N+](=O)[O-])n1 | 1864 | 1635
Nc1ccc2nc(SCc3cccc(F)c3)sc2c1 | 1428 | 1490
S=C(NCc1ccccc1)Nc1ccc(Cl)cc1 | 1604 | 1552
O=[N+]([O-])c1ccc(OCc2cccc(COc3ccc([N+](=O)[O-])cc3)n2)cc1 | 2036 | 1435
CCOc1cc(/C=C(\C#N)c2nc(-c3cccs3)c(NC(C)=O)s2)ccc1O | 1844 | 1404
O=C(C1=C[C@@H](c2ccc(C(F)(F)F)cc2)C[C@@H](OCCCCO)O1)N1CCN(Cc2ccccc2)CC1 | 1693 | 1530
Cc1ccc(C)c(Nc2ncnc(N)c2[N+](=O)[O-])c1 | 1790 | 1499
O=C1C(Cc2ccc(F)cc2)SC(=Nc2ccccc2)N1c1ccccc1 (centres undefined) | 1803 | 1622
CCOC(=O)C1=C(COc2ccc(C)cc2)NC(=O)NC1c1cc(C)ccc1C (centres undefined) | 2001 | 1650
COc1ccc(CSc2nc(C)cc(C)c2S(C)(=O)=O)cc1 | 1819 | 1679
O=C(Nc1ccccc1C(=O)N/N=C/c1ccco1)c1ccc(Cl)cc1 | 1700 | 1680
NCCc1ccc(O)c(O)c1 | 1733 | 1635
C/C(CC(=O)Nc1ccc2c(c1)OCCO2)=N\NC(=O)c1ccccn1 | 1607 | 1614
COCCNC(=O)c1ccccc1NC(=O)C1COc2ccccc2O1 (centres undefined) | 1881 | 1580
CC(C)c1ccccc1NC1=CC(=O)CC(C)(C)C1 | 1871 | 1576
CCN(CC)C(=O)N1CCN(S(=O)(=O)c2c(C)cc(C)cc2C)CC1 | 1926 | 1585
Cc1cc(C)c(S(=O)(=O)N2CCOCC2)cc1NS(=O)(=O)c1cc(OCC(N)=O)c(C)cc1Cl | 1839 | 1549
CNC(=S)N/N=C/C1=CCC2CC1C2(C)C (centres undefined) | 1708 | 1373
CCn1c(O)c(/C=C2\C=Nc3ccccc32)sc1=O | 2119 | 1422
CN(CCN1CCc2ccccc2C1)Cc1nc(-c2ccc3c(c2)OCO3)no1 | 1784 | 1648
O=C(Cc1cc(=O)[nH][nH]1)N/N=C/c1c(F)cccc1Cl | 2057 | 1791
O=C(NCc1ccco1)c1cccc(NS(=O)(=O)c2ccccc2F)c1 | 1759 | 1528
CCN1C(=O)C(c2ccc(O)cc2)(c2ccc(O)cc2)c2ccccc21 | 1884 | 1566
CC(NCc1cccc(OCc2ccccc2)c1)C(O)c1ccccc1 (centres undefined) | 2002 | 1613
O=C(Cn1c(=O)oc2ccccc21)Nc1nc(-c2ccc(Br)cc2)cs1 | 1550 | 1471
CC1=CC(C)(C)N(C(=O)CCl)c2cc(C)ccc21 | 1808 | 1552
CC(C)NCC(O)COc1ccc(CC(N)=O)cc1 (centres undefined) | 1880 | 1655
CN1CCN(c2ccc(S(=O)(=O)N3CCCCC3)cc2NC(=O)c2ccc(F)cc2F)CC1 | 1717 | 1441
COc1ccc(-n2nnnc2SC(C)C(=O)NCC(=O)Nc2ccc(F)c(F)c2F)cc1 (centres undefined) | 2111 | 1600
CC(=O)Nc1ccc2nc(NC(=O)CCc3ccccc3)sc2c1 | 1774 | 1573
O=C(COc1ccccc1F)Nc1cc(S(=O)(=O)N2CCOCC2)ccc1N1CCOCC1 | 1721 | 1648
CC1CC(C)(C)NC(=S)N1CCC(=O)N1CCN(Cc2ccccc2)CC1 (centres undefined) | 1812 | 1368
CCOC(=O)Cn1nc(C)n(-c2cccc(Cl)c2)c1=O | 1673 | 1410
Cc1ccc(S(=O)(=O)N(CC2CO2)c2ccccc2[N+](=O)[O-])cc1 (centres undefined) | 1808 | 1634
CCn1c(COc2ccc(C)cc2)nnc1SCC(=O)NCc1ccco1 | 1711 | 1416
Cn1cc(CN2CCC(C(O)c3cccs3)CC2)c(-c2cccc(Cl)c2)n1 (centres undefined) | 1841 | 1714
Cc1ccccc1C1=NC(C(F)(F)F)(C(F)(F)F)c2c(n(-c3ccc(F)cc3)c(=O)[nH]c2=O)N1 | 1677 | 1593
CN(C1CCCC1)C1CCN(C(=O)CNC(=O)/C=C/c2cccc(C(F)(F)F)c2)CC1 | 1868 | 1566
COc1ccc2c(c1)C(c1cccs1)=NNC(c1ccncc1)=N2 | 1799 | 1718
COc1ccc(C2=[N+](C)CCn3cccc32)c(OC)c1 | 1764 | 1631
CN(C)/C=C/C(=O)c1cnc(-c2ccccc2)s1 | 1728 | 1431
CCC(=O)N(C)CCc1cc2c(c(OC)c1/C=N/NC(=O)c1ccccc1O)OCO2 | 1910 | 1694
CCOC(=O)C1CCN(C(=O)CN(c2cc(OC)ccc2OC)S(=O)(=O)c2ccccc2)CC1 | 1978 | 1668
COc1ccc(/C=C/C(=O)C2(O)CCCCC2)cc1OC | 1837 | 1549

The list continues:
SMILES | SRC1 TRFRET art | SRC3 TRFRET art
C/C(CC(=O)Nc1cccc(C(F)(F)F)c1)=N\NC(=O)C1CCCCC1 | 1634 | 1440
CC(NCc1cccs1)C(=O)NC1CCCCC1 (centres undefined) | 1628 | 1471
C(=N\Nc1nc(Nc2ccccc2)nc(Nc2ccccc2)n1)/c1cccnc1 | 1569 | 1370
COc1ccc(C2=NN(c3ccccc3)C(c3cn(CCC(=O)O)nc3-c3ccccc3)C2)cc1 (centres undefined) | 2139 | 1646
CCOC(=O)C1CCN(C(=O)COC(=O)c2cccc(F)c2)CC1 | 1531 | 1590
COc1ccc(Cc2nc3ccccc3n2C)cc1 | 1890 | 1597
Cc1ccc(N(C(=O)c2ccc(S(=O)(=O)N3CCOCC3)cc2)C2C=CS(=O)(=O)C2)cc1C (centres undefined) | 1810 | 1985
Cc1ccc(-c2c(C)n([O-])c3c([n+]2=O)CCC3)cc1 | 1793 | 1564
CC(=O)Nc1ccc(NC(=O)c2ccc([N+](=O)[O-])cc2Cl)cc1 | 1748 | 1509
CCCCn1c(=O)c(Cc2ccccc2)c(O)c2ccccc21 | 1878 | 1571
COc1cccc(N(C(=O)c2nc3nccc(C)n3n2)c2nc3ccccc3s2)c1 | 1645 | 1572
O=C(c1ccccc1Oc1ccc(C(F)(F)F)cc1[N+](=O)[O-])N1CCOCC1 | 1904 | 1520
CC(=O)Nc1ccc(C(=O)OCC(=O)N(C)C2CCCCC2)cc1 | 1758 | 1491
O=C(NN=C1CCCCCCCCCCC1)c1ccncc1 | 1634 | 1373
CC(NS(=O)(=O)c1ccc(Cl)cc1)C(=O)NCCC1=CCCCC1 (centres undefined) | 1825 | 1662
O=C(COC(=O)c1ccc(Cl)c(S(=O)(=O)N2CCCCCC2)c1)Nc1ccccc1 | 1775 | 1581
COc1ccc(OC)c(NC(=O)c2ccc(CSc3ncccn3)cc2)c1 | 1690 | 1429
C/C(=N\NC(=O)COc1ccc(C#N)cc1)c1ccccc1OC(F)F | 1760 | 1596
Cc1cc(Br)cn2cc(C(=O)O)nc12 | 2223 | 1935
COc1ccc(OCC(=O)Nn2c(-c3cccc(OC)c3)nc3ccccc3c2=O)cc1 | 1609 | 1692
Cc1ccc(-n2cc(CN(C)Cc3nccn3C)c(-c3ccc(F)cc3)n2)cc1 | 1763 | 1618
O=C(Nc1ccc(Br)cn1)c1cccc(-c2cc3ccccc3oc2=O)c1 | 1462 | 1467
COc1ccc(OC)c(C(=O)c2coc3ccc(OC(C)=O)cc23)c1 | 1958 | 1620
C=CCSc1nc(N)c2c(C)c(C)sc2n1 | 1677 | 1443
CC(=O)Nc1ccc(S(=O)(=O)N2CCN(Cc3ccccc3[N+](=O)[O-])CC2)cc1 | 1893 | 1577
CCc1cc(C(=O)N2CCc3c([nH]c4ccccc34)C2c2ccc(OC)cc2F)no1 (centres undefined) | 2017 | 1659
COc1cc([N+](=O)[O-])ccc1NC(=O)CC(C)C | 1857 | 1991
CC(=O)Nc1ccc(NC(=O)CSc2ccc(C(F)(F)F)cc2[N+](=O)[O-])cc1 | 1884 | 1525
O=C(Nc1ccc(F)cc1F)c1csc(-c2ccncc2)n1 | 1880 | 1707
COCCNC(=O)C(=O)NCCN1CCNCC1 | 1952 | 1724
COc1ccc(Oc2cnn(-c3ccccc3)c(=O)c2Br)cc1 | 2169 | 1766
CCOC(=O)N1CCC(n2c(SCC(=O)NCCc3ccc(S(N)(=O)=O)cc3)nc3ccccc3c2=O)CC1 | 2013 | 1523
c1ccc(-c2csc3ncnc(NCC4COc5ccccc5O4)c23)cc1 (centres undefined) | 1865 | 1686
O=C(NCCc1ccccc1)C1CCN(S(=O)(=O)c2ccc(Br)s2)CC1 | 1862 | 1691
CC1=NNC(=O)/C1=C\c1cn(-c2ccccc2)nc1-c1ccc(F)cc1 | 1435 | 1689
Cc1cc(C)cc(NC(=O)c2ccc3nc[nH]c3c2)c1 | 1568 | 1506
CCn1cc(CN2CCc3c([nH]c4ccccc34)C2c2cccc(O)c2)c(C)n1 (centres undefined) | 2040 | 1687
Cc1nnc2ccc(-c3ccc(NC(=O)c4ccc(Cl)nc4)cc3)nn12 | 1823 | 1318
CCCOC(=O)c1c(NC(=O)CCCn2nc([N+](=O)[O-])cc2C)sc(C(=O)OC)c1C | 1625 | 1556
